ERb coact inh: inhibitors of ERβ-SRC1 coactivator interaction, primary screen, biochemical, TR-FRET, ERβ LBD, SRC-1 peptide; inhibition, % at 25.6 µM; 1.3% of 86,000 active; AID 633, 2007; TR-FRET ER-beta LBD / SRC1-Cy5 peptide binding; receptor agonist-loaded with 1 µM estradiol;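 active = compounds whose percent inhibition of the receptor-coactivator binding signal exceeds about 50% in the single-dose screen, limit read from the data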;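 also: 0% = receptor plus peptide wells without compound and 100% = peptide-only wells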
sEH activator: soluble epoxide hydrolase activators, primary screen, biochemical, human sEH; purified human sEH enzymatic activity, activator screen; activation, % at 2 µM; 0.04% of 91,000 active; AID 717, 2007; in the data active = activation above about 37%; also: values of inactives mirror those of a sister screen read the other way
Target sequence (P34913 whole entry, looked up): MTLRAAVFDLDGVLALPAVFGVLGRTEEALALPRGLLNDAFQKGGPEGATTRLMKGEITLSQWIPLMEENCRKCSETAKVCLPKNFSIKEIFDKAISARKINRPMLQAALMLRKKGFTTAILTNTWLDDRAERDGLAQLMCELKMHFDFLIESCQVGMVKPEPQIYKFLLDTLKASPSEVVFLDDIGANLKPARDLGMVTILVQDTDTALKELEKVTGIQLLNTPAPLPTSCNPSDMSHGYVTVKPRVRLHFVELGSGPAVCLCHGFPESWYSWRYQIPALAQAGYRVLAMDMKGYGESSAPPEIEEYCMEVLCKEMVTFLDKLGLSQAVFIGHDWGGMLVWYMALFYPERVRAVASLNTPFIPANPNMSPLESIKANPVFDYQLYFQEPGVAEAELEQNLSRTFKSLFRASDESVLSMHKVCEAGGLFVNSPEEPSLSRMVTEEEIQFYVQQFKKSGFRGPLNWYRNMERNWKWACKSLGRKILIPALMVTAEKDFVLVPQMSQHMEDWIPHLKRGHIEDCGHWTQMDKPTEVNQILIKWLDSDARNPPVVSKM
F-actin modifier: modifiers of F-actin cytoskeleton organization, primary screen, imaging, HUVEC, phalloidin staining, high-content imaging | 0.18% of 91,000 active | HUVEC TNFa F-actin phalloidin imaging | inhibition, % at 2 µM | AID 836, 2007;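 active = inhibition above the batch mean plus 3 SD and confirmed as a hit by visual image inspection, cut at about 30% in these data, passing the limit was not always enough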; also: strong numbers were not always called active
sEH inhibitor: soluble epoxide hydrolase inhibitors, primary screen, biochemical, human sEH; Bifunctional epoxide hydrolase 2 (Homo sapiens), P34913; AID 707, 2007; recombinant human sEH enzymatic activity assay; 0.34% of 91,000 active; inhibition, % at 2 µM; in the data active = inhibition above about 80%; also: values of inactives mirror those of a sister screen read the other way; many of its hits are not listed in these tables
HUVEC tox TNFa: cytotoxicity in TNFa-stimulated HUVEC, primary screen, cytotoxicity control for VCAM1 expression modulator project, imaging, Hoechst nuclei count. HUVEC TNFalpha-stimulated, Hoechst cell count. cell count reduction, % at 2 µM. 0.17% of 93,000 active. AID 848, 2007;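 active = cell count reduction exceeding the screen mean by over 5 SD, scaled to untreated wells per plate, cut at about 78% in these data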;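 also: cells counted after 24 h of TNF alpha exposure following the 1 h pretreatment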
VCAM1 TNFa inh: inhibitors of TNFa-induced VCAM1 expression, primary screen, imaging, HUVEC, TNFa stimulus, immunofluorescence; 0.48% of 95,000 active; AID 802, 2007; inhibition, % at 2 µM; HUVEC TNFa-induced VCAM-1 immunofluorescence, high-content imaging;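 active = inhibition above the batch mean plus 3 SD, with images confirmed as a hit by eye, cut at about 37% in these data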;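 also: 0% = TNF-stimulated DMSO wells and 100% = unstimulated control wells; not every result past the cut was called active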
Smad3 inh: Smad3/FoxH1 peptide binding inhibitors, primary screen, biochemical, TR-FRET; TR-FRET Smad3/Dy647-FoxH1 peptide binding, europium anti-His; inhibition, % at 25 µM; Mothers against decapentaplegic homolog 3 (Homo sapiens), P84022; 0.29% of 88,000 active;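 active = compounds that reduce the energy-transfer binding signal between the protein and its labelled peptide by more than half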;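 also: 0% = Smad3 plus labelled peptide maximal FRET and 100% = peptide-only background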
Target sequence (P84022 whole entry, looked up): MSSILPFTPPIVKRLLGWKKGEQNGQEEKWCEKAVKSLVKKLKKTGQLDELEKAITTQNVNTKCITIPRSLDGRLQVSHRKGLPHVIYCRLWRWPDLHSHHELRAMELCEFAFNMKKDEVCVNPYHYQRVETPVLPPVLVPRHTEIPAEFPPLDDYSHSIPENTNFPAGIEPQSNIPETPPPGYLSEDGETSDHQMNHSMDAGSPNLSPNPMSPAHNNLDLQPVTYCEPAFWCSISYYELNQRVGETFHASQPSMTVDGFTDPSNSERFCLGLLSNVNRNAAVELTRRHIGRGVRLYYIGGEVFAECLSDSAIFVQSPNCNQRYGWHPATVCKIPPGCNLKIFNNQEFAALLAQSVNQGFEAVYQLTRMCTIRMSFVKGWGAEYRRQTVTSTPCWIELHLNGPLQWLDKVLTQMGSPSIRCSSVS
HUVEC tox IL1B: cytotoxicity in IL-1B stimulated HUVEC, primary screen, cytotoxicity control for IL-1B NFkB translocation project, imaging, Hoechst nuclear count, IL-1B stimulus. HUVEC cell count loss. cell count reduction, % at 2 µM. 0.41% of 94,000 active. AID 845, 2007;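 active = cell count reduction more than 3 SD above the screen-wide mean, cut at about 70% in these data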;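 also: normalized per plate to untreated control cells as the no-loss baseline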
Calb biofilm kill: clotrimazole potentiators killing Candida biofilms, primary screen, with clotrimazole, Alamar Blue; C. albicans biofilm + clotrimazole; inhibition, % at 6 µM; 0.14% of 85,000 active; AID 834, 2007;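 active = inhibition above 20%; inactive = inhibition below 20%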;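 also: preformed 24 hr biofilms exposed to compound for 48 hr; 0% = biofilm without compound and 100% = blank killed by clotrimazole plus chlorhexidine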
* hit, by the source's call; . = no result given; [ ] = dose if it differs, or a comment. Some of the compounds tested; count on the stated rates, not on these rows.

SMILES	ERb coact inh	sEH activator	F-actin modifier	sEH inhibitor	HUVEC tox TNFa	VCAM1 TNFa inh	Smad3 inh	HUVEC tox IL1B	Calb biofilm kill
COc1ccc(C)cc1NC(=O)CSc1nnc(-c2cc3cccc(OC)c3o2)n1N	3	-11	-5	10	.	-10	11	-20	9
CN1CCN(CC(=O)O)CC1	.	-9	4	7	-23	-9	.	4	.
COc1ccc(S(=O)(=O)N2CCc3ccccc32)cc1C(=O)OCc1nnc(-c2ccccc2)o1	4[fluorescence artefact?]	17	14	-13	-38	18	-9	-59	2
CCN(CC)CCn1c2ccccc2c2cnc(N=CN(C)C)c(C#N)c21	-3	-21	-5	22	.	.	10	9	2
CC(C)(C)NC(=O)c1cc(F)c(F)cc1Cl	-4	-25	-3	26	-9	4	-1	12	1
CC1Oc2ccccc2N(CC(=O)N2CCCc3ccccc32)C1=O (stereo unspecified)	-10	-3	28	3	-37	11	-12	-44	-3
NC(=O)CSc1nc2cc3c(cc2c(=O)n1CCCC(=O)NCc1ccc2c(c1)OCO2)OCO3	.	-31	-2	33	-4	-7	.	-26	.
COc1ccccc1NCC(=O)N/N=C/c1cccnc1	.	-10	2	10	-4	7	.	.	.
Cn1c2c(c(=O)n(C)c1=O)[C@@H]1c3c(ccc4ccccc34)OC[C@@H]1CO2	.	6	8	-3	10	-9	.	0	.
CC(=O)Nc1c(O)nc(SCC(=O)Nc2ccc(C(C)=O)cc2)[nH]c1=O	2	17	-6	-20	-2	8	3	-7	6
O=C(COc1ccc(Cl)cc1)NNC(=O)C(=O)N1CCCCC1	.	19	1	-14	-15	-44	.	-13	.
O=c1c2c(nc3n1CCCCC3)-c1ccccc1CC21CCCCC1	5	1	-2	-2	-16	38	-7	-32	7
COCCCn1c(SCC(=O)N2CCCCC2C)nnc1-c1ccco1 (stereo unspecified)	-2	0	18	-1	-17	4	-9	6	10
CCOC(=O)c1ccccc1N/C=C/C(=O)c1ccccc1	.	0	-3	0	1	-13	.	27	.
CC(OC(=O)c1ccncc1)C(=O)Nc1cccc(Cl)c1 (stereo unspecified)	15	-2	10	-1	-32	17	-16	-13	5
Cc1cc(=O)c(C(=O)O)cn1Nc1ccc(F)cc1	-10	-4	-12	4	1	20	5	8	0
C=CCn1c(N2CCCCCC2)nc2c1c(=O)[nH]c(=O)n2C	-6	18	-4	-24	5	-4	4	-64	-1
CCCCC(c1nnnn1C1CCCC1)N1CCN(C2CCCCC2)CC1 (stereo unspecified)	-17	4	4	1	-15	7	-3	18	7
Cc1csc(N(C)C(=O)CSc2nnc(COc3ccccc3C)o2)n1	-3[fluorescence artefact?]	-10	19	12	-1	1	-4	8	7
Cc1ccc2nc(C(O)C(O)c3nc4ccc(C)cc4[nH]3)[nH]c2c1 (stereo unspecified)	7	10	-7	-8	-20	14	8	1	2
Cc1ccc(S(=O)(=O)N2CCCN(S(=O)(=O)c3ccc(C)c(C)c3)CC2)cc1C	.	-4	4	5	-9	8	.	-17	.
CCn1c(SCc2nc3ccccc3c(=O)[nH]2)nnc1-c1cccnc1	5	-1	.	0	.	.	13[fluorescence artefact?]	-4	9
CCCN1C(=O)/C(=C/c2cc(C)n(C)c2C)SC1=Nc1ccc(OC)cc1	.	16	13	-13	-6	-9	.	-81	.
CNC(=O)CSc1nnc(-c2ccco2)n1-c1ccccc1OC	0[fluorescence artefact?]	1	25	-1	-16	-5	-3[fluorescence artefact?]	4	8
Oc1cccc(C(=S)N2CCN(Cc3ccccc3)CC2)c1	3	-2	9	6	5	14	0	9	4

Further results follow:
SMILES	ERb coact inh	sEH activator	F-actin modifier	sEH inhibitor	HUVEC tox TNFa	VCAM1 TNFa inh	Smad3 inh	HUVEC tox IL1B	Calb biofilm kill
CN(C)Cc1c(O)ccc2occ(C(=O)c3ccccc3)c12	-3	-4	-24	10	-24	10	10[fluorescence artefact?]	25	5
CCOC(=O)c1c(NC(=O)CSc2nnc(C)c(=O)[nH]2)sc2c1CCC2	-6	5	38	-6	-11	14	-2	-24	6
CCCC1=C(C(=O)OCC)C(c2ccncc2)n2ncnc2N1 (stereo unspecified)	-8	1	.	-3	1	14	1	10	12
COc1cc(NC(=O)c2cc(-n3cnnc3)ccc2Cl)cc(OC)c1	-7	-6	5	11	-5	10	4	-30	1
C(=C\c1cccc2ccccc12)/c1nnc(-c2cccs2)o1	.	22	25	-22	-16	4	.	.	.
O=C(c1ccco1)n1nc(-c2ccco2)nc1SCc1ccccc1	5	10	-19	-10	-2	16	4	-3	1
COc1ccc(N=Cc2c(O)[nH]c3ccccc23)cc1OC	13[fluorescence artefact?]	-10	6	10	-12	23	-3	-18	2
Cc1[nH]c2ccccc2c1/C=N/Nc1ccc([N+](=O)[O-])cc1S(=O)(=O)Nc1ccc(Cl)cc1	.	1	0	1	-7	10	.	4	.
Cc1cc(C)n2ncc(C(=O)NCCc3ccccc3)c2n1	7	-8	0	9	-4	15	6	-25	9
CCCc1cc(=O)[nH]c(SCC(=O)c2cc(C)n(C(C)COC)c2C)n1 (stereo unspecified)	3[fluorescence artefact?]	-6	.	7	.	.	14	-37	7
CCc1nnc(NC(=O)CSc2nnc(-c3ccccc3O)n2-c2ccc(C)cc2C)s1	5	-4	8	1	-12	17	-2	3	9
COc1ccc(NC(=O)C2CCN(C(=O)c3ccc(OC)cc3)CC2)cc1	-33	-2	-12	1	-10	6	1	23	5
CC1(C)CC2CC(C)(CN2C(=O)COC(=O)c2cc(Cl)cc(Cl)c2N)C1 (stereo unspecified)	0	9	-17	-9	-12	-4	5	5	6
COC(=O)c1ccccc1NC(=O)CSc1nnc(C(CO)NC(=O)c2ccccc2)n1C (stereo unspecified)	2	8	3	-9	-13	-22	4	3	5
CCOc1ccccc1NC(=O)CSc1nnc(-c2ccccn2)n1Cc1ccco1	-5	13	-3	-11	-2	-8	12	5	-2
CCC1(C)Cc2c(c(=O)n(-c3ccccc3)c3ncnc(N)c23)CO1 (stereo unspecified)	-16	-7	-1	11	5	1	3	-24	2
CCOC(=O)c1c(C)[nH]c(C(C)=O)c1C	0	5	9	-4	-10	-10	-4	36	3
COc1ccccc1N1CC(C(=O)OCC(=O)c2ccc(F)cc2)CC1=O (stereo unspecified)	-4	-4	4	5	-18	0	6	8	-1
CN1/C(=C/C2CC(=O)N(c3ccc([N+](=O)[O-])cc3)C2=O)C(C)(C)c2ccccc21 (stereo unspecified)	-10	-4	0	4	-28	-1	-10	-31	1
O=C(Cn1cccc1C(=O)c1ccccc1)NCc1ccccn1	0	6	16	-6	-24	-8	-4	-13	4
O=[N+]([O-])c1ccc(O)c(/C=N/Nc2ccc(Cl)nn2)c1	.	-3	25	4	15	63*	.	-55	.
C=CCn1c(=O)[nH]c2cc(C(=O)N3CCN(c4cc(C)ccc4C)CC3)ccc2c1=O	35	8	-10	-9	6	-4	-6	0	9
CCOC(=O)CC(=O)Nc1ccccc1C(=O)O	.	2	11	-2	-11	-5	.	6	.
CCOc1ccc2nc(SCC(=O)Nc3cc4c(cc3C(C)=O)OCO4)[nH]c2c1	.	5	-22	-1	-16	-26	.	-14	.
CC(=O)NC(NC(=S)Nc1ccc(N=Nc2ccccc2)cc1)C(Cl)(Cl)Cl (stereo unspecified)	.	-6	-7	3	5	-12	.	13	.

(more compounds)
SMILES	ERb coact inh	sEH activator	F-actin modifier	sEH inhibitor	HUVEC tox TNFa	VCAM1 TNFa inh	Smad3 inh	HUVEC tox IL1B	Calb biofilm kill
CCC(=O)N(Cc1cc2cc(C)c(C)cc2[nH]c1=O)C1CCCCC1	-4	6	8	-5	-21	-15	-1	-94	2
Cc1cc(=O)oc2cc(OCC3CC(c4ccc(N(C)C)cc4)=NO3)ccc12 (stereo unspecified)	27[fluorescence artefact?]	.	-13	.	-3	13	-37	9	-4
Brc1ccc(-c2cn3c(n2)CCc2ccc4cccnc4c2-3)cc1	-6	16	-1	-13	6	5	-1	-1	-1
Cc1occc1-c1nnc(SCC(=O)Nc2ccccc2-c2ccccc2)n1C	-4[fluorescence artefact?]	-2	4	1	-50	-18	3	-22	9
Cc1ccc(S(=O)(=O)N(C#N)c2nc(C)cc(C)n2)cc1	0	-25	1	25	-22	6	22	9	5
OCCNc1nc(N2CCN(Cc3ccccc3)CC2)nc2ccccc12	5	-10	0	10	-27	-6	-10	-4	3
COc1cc(CNCCSc2nnnn2C)cc(OC)c1OC	-7	-3	14	3	-17	15	-24	10	2
COc1ccc2cc3cc(C(=O)N4CCN(Cc5ccc6c(c5)OCO6)CC4)oc3nc2c1	.	-2	0	2	-42	-6	.	-13	.
Cc1ccc(S(=O)(=O)N2CCCC2C(=O)NC2=NCCS2)cc1 (stereo unspecified)	-4	1	2	-2	-24	11	0	-7	5
Cc1ccccc1C(OCC(O)CN1CCCCC1CCO)c1ccccc1 (stereo unspecified)	18	4	-23	-6	-20	-3	-18[fluorescence artefact?]	-3	2
CC1CC(C)CN(C(=O)Cn2c(-c3nonc3N)nc3ccccc32)C1 (stereo unspecified)	-4	6	5	-1	-17	9	-2	-12	8
CCCN1CCC(NC(=O)Nc2ccc(OC)c(OC)c2)CC1	-6	20	11	-17	21	41	-3	32	2
CCN1CCN(c2cc(C)c3cc(NC(=O)c4cccnc4Cl)ccc3n2)CC1	24	-6	7	8	-8	-26	4	7	1
CN(C)S(=O)(=O)c1cccc(C(=O)Nc2ccccc2Cl)c1	-5	-11	.	8	-13	-10	3	-19	2
Cc1ccc(-n2nc(C)c3c(C)c(CCC(=O)NC(C)c4ccccc4)c(C)nc32)cc1 (stereo unspecified)	3	5	-2	-8	-6	11	20[fluorescence artefact?]	-4	3
CC(Oc1ccc(Cl)cc1Cl)C(=O)Nc1ccc(S(=O)(=O)Nc2cnc3ccccc3n2)cc1 (stereo unspecified)	.	-8	-8	11	-32	5	.	0	.
O=c1nc(-c2ccccc2)c2ccccc2[nH]1	7	-4	-16	4	-9	6	-7	3	8
COc1ccc(NC(=O)NCc2ccncc2)c(OC)c1	-13	5	2	-3	-18	3	-10	-10	3
O=C(Nc1ccc2c(c1)OCO2)c1cccs1	-7	0	-4	6	-5	-19	15	-4	1
COc1ccc(N(CC(=O)NC(C)C)S(=O)(=O)c2ccc(NC(C)=O)cc2)cc1	.	8	-3	-7	7	-12	.	-32	.
COCCSc1ccccc1C(=O)NCc1ccco1	7[fluorescence artefact?]	-1	-16	3	-33	19	-21[fluorescence artefact?]	-37	-3
CCOC(=O)N1CCN(Cc2nc(-c3ccccc3)no2)CC1	-6	18	0	-16	-5	-19	5	1	9

Screens from PubChem BioAssay.
